GPR151 ag = activators of human GPR151. PathHunter beta-arrestin GPR151 cells, luminescence. hit rate 1% among 650,000. activation, % at 11.2 µM; in the data active = activation above about 4.9%;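 note: 0% = median of compound wells and 100% = cells with positive control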
MITF primary = blocks human microphthalmia-associated transcription factor; hit rate 0.91% among 650,000; O75030; inhibition, % at 2.6 µM; AID 1259374; AlphaScreen MITF homodimerization, bead proximity signal; in the data active = inhibition above about 50%;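 note: 0% = vehicle wells with protein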
Target sequence (O75030 whole entry, looked up): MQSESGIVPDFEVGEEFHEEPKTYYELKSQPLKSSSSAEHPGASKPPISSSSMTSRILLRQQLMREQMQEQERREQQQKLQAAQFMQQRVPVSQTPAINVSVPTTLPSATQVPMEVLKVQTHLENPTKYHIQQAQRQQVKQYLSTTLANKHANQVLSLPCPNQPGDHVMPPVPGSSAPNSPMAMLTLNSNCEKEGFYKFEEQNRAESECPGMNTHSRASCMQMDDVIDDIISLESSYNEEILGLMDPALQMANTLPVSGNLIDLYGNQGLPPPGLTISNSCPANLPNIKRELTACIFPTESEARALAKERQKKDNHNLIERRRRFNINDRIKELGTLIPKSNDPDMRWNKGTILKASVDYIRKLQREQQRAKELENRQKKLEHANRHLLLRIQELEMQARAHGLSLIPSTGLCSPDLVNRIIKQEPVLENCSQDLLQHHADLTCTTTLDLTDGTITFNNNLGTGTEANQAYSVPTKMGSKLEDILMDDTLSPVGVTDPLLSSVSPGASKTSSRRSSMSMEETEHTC
FBW7 act = human FBW7 E3 ligase activation, primary screen. Q969H0. AlphaScreen FBW7–phospho-cyclin E peptide binding, activator screen. normalized activity (activation), % at 26.1 µM. hit rate 0.13% among 650,000. AID 1259310; in the data active = normalized activity above about 1.9%;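 note: purified mutant Fbw7 with reduced substrate affinity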
TEAD-YAP inh = TEAD-YAP interaction inhibition; HEK-TIYL cells, TEAD-Gal4/YAP UAS-luciferase luminescence; inhibition, % at 9.12 µM; hit rate 1.4% among 640,000; AID 1259422; in the data active = inhibition above about 32%;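 note: 0% = median of test compound wells and 100% = reference inhibitor wells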
The depositor's hits bear a star. This is a random part of the collection; overall some 3.4% were active at least once.

SMILES	GPR151 ag	MITF primary	FBW7 act	TEAD-YAP inh
CCOc1ccc(CN2CCN(S(C)(=O)=O)CC2)cc1	-0.4	66*	0.1	5
Cc1cc(C)nc(NS(=O)(=O)c2ccc(Nc3nc(-c4c(C)nc5ncccn45)cs3)cc2)n1	-0.4	16	0.0	6
CC(N=Cc1c(O)c2ccccc2oc1=O)C(=O)O (configuration not stated)	1.1	0	0.1	0
CC1CCCC(NC(=O)Cn2c(=O)oc3ccccc32)C1C (configuration not stated)	0.8	3	0.0	6
CC(C)c1ccc(NC(=O)c2ccc(F)c(S(=O)(=O)NCc3ccccc3Cl)c2)cc1	-1.0	16	0.5	12
O=Cc1cc(N=Nc2cccc(C(=O)O)c2)ccc1O	-7.4	-19	0.1	10
O=C(CN(C(=O)Cn1nnc(-c2cccs2)n1)C1CCCC1)NCc1ccccc1	-0.9	-10	0.8	8
O=C(c1sc2cccc(F)c2c1Cl)N1CCN(c2ncccn2)CC1	1.3	1	-0.2	-8
Cn1c(SCC(=O)Nc2cccc([N+](=O)[O-])c2)nnc1-c1cccc(N)c1	0.0	6	-0.2	-6
CC(C)(C)c1ccc(/C=C/C(=O)Nc2ccc(C(N)=O)cc2)cc1	-1.3	11	0.1	-9
CNC(=O)CSc1nc2cccnc2n1-c1ccc(F)cc1	-0.4	9	-0.1	7
CCCCCOc1ccc2oc(=O)c3c(c2c1)CCCN3C(=O)CN1CCN(CC)CC1	-0.7	0	-0.1	14
O=C(O)COc1ccc(Br)cc1/C=C1\SC(=O)N(Cc2ccccc2)C1=O	-0.5	8	-0.1	-12
CCOC(=O)c1oc2ccccc2c1NC(=O)c1ccccc1Cl	0.3	-12	0.0	12
O=C(CCS(=O)(=O)c1nc(-c2ccc3c(c2)OCO3)cc(C(F)(F)F)n1)Nc1ccccc1F	-0.1	3	0.2	-19
O=C(NCCc1nnc2n1CCN(CCCc1ccccc1)CC2)c1ccoc1	-0.7	9	0.2	4
CC1CCCCN1C(=O)Cn1nnc2ccccc2c1=O (configuration not stated)	0.5	5	-0.1	-19
CC1=C(C(=O)OC(C)C)C(c2ccc(-c3ccccc3[N+](=O)[O-])o2)C(C(=O)OC(C)C)=C(C)N1	-1.3	13	0.2	12
Cc1ccc(-c2nc3ccccc3s2)cc1NC(=O)c1ccc(Br)cc1	-0.3	10	-0.1	2
COc1ccc(CCNC(=O)c2cncc(-c3c(C)nn(C)c3C)c2)cc1	-0.8	10	0.1	-3
COc1ccc(C(=O)N2CCN=C2SCc2ccc([N+](=O)[O-])cc2)cc1	-0.3	2	-0.1	16
CN(C)c1ccc(C2C(=O)N(C3CCCCC3)CC(=O)N2Cc2cccs2)cc1 (configuration not stated)	1.4	0	-0.2	30
Cc1ccc(N2CCN(S(=O)(=O)c3ccc(F)cc3)CC2)cc1C	1.5	-4	-0.3	-3
O=C(Nc1cnc2ccccc2c1)c1cccs1	-3.1	1	0.2	13
COc1ccc(NC(=O)COc2cccc3c2CCN(Cc2ccccc2F)C3=O)c(OC)c1	0.8	-13	-0.2	-6
Cc1cc(SCc2ccccc2C)nc(=O)[nH]1	0.0	9	0.2	-1
COc1cccc2c1OC1(CCN(C(=O)Nc3cccc(Cl)c3)CC1)OC2	-0.3	-12	0.2	-9
Cc1ccc(NC(=O)Cn2cnc3c(cnn3-c3ccccc3)c2=O)cc1Cl	1.2	11	-0.2	4
COC(=O)N/N=C/c1ccc(-c2cccc(C(=O)O)c2)o1	-1.5	9	0.0	-11
O=C1C2C3c4ccccc4C(c4ccccc43)C2C(=O)N1c1ccccc1 (configuration not stated)	-0.6	5	1.0	6

Gathered by group, the entries above with a nitro group on carbon
SMILES	GPR151 ag	MITF primary	FBW7 act	TEAD-YAP inh
Cn1c(SCC(=O)Nc2cccc([N+](=O)[O-])c2)nnc1-c1cccc(N)c1	0.0	6	-0.2	-6
CC1=C(C(=O)OC(C)C)C(c2ccc(-c3ccccc3[N+](=O)[O-])o2)C(C(=O)OC(C)C)=C(C)N1	-1.3	13	0.2	12
COc1ccc(C(=O)N2CCN=C2SCc2ccc([N+](=O)[O-])cc2)cc1	-0.3	2	-0.1	16

Structures shown so far with four or more nitrogen atoms:
SMILES	GPR151 ag	MITF primary	FBW7 act	TEAD-YAP inh
Cc1cc(C)nc(NS(=O)(=O)c2ccc(Nc3nc(-c4c(C)nc5ncccn45)cs3)cc2)n1	-0.4	16	0.0	6
O=C(CN(C(=O)Cn1nnc(-c2cccs2)n1)C1CCCC1)NCc1ccccc1	-0.9	-10	0.8	8
O=C(c1sc2cccc(F)c2c1Cl)N1CCN(c2ncccn2)CC1	1.3	1	-0.2	-8
Cn1c(SCC(=O)Nc2cccc([N+](=O)[O-])c2)nnc1-c1cccc(N)c1	0.0	6	-0.2	-6
CNC(=O)CSc1nc2cccnc2n1-c1ccc(F)cc1	-0.4	9	-0.1	7
O=C(NCCc1nnc2n1CCN(CCCc1ccccc1)CC2)c1ccoc1	-0.7	9	0.2	4
CC1CCCCN1C(=O)Cn1nnc2ccccc2c1=O (configuration not stated)	0.5	5	-0.1	-19
COc1ccc(CCNC(=O)c2cncc(-c3c(C)nn(C)c3C)c2)cc1	-0.8	10	0.1	-3
Cc1ccc(NC(=O)Cn2cnc3c(cnn3-c3ccccc3)c2=O)cc1Cl	1.2	11	-0.2	4

(listing goes on)
SMILES	GPR151 ag	MITF primary	FBW7 act	TEAD-YAP inh
O=c1oc2c(CN3CCCCC3)c(O)ccc2c2ccccc12	0.1	-5	-0.1	-31
CC(C)CCNC(=O)c1cc(=O)[nH]c2ccc(S(=O)(=O)N3CCCC3)cc12	-1.3	13	0.2	10
Cc1cc(C)c(C)c(S(=O)(=O)ON2C(=O)c3ccccc3C2=O)c1C	-0.6	16	0.3	18
O=C(O)/C(=C\c1ccco1)NC(=O)c1ccccc1	1.9	11	-0.2	-4
O=c1c2ccccc2nc(SCc2ccc([N+](=O)[O-])cc2)n1C1CCCC1	-2.2	-1	-0.1	-7
COc1ccccc1-c1coc2cc(OC(=O)c3cccc(Cl)c3)ccc2c1=O	0.3	-6	-0.5	-2
Cc1cc(=O)oc(C)c1C(=O)NCc1cccnc1	0.9	9	0.1	8
Cc1ccc(N2C(=O)C3CC=CC(C)C3C2=O)cc1Cl (configuration not stated)	0.2	2	0.5	-21
COc1ccc(Cc2nc(P(=O)(OC)OC)c(NCc3ccccc3Cl)o2)cc1	-0.5	2	-0.2	0
COc1ccc(N2CCN(c3ncnc4sc(C(=O)Nc5ccccc5OC)c(C)c34)CC2)cc1	-0.6	-2	0.1	8
CC1(C)CC(=O)C(C=NCc2ccccc2Cl)=C(O)C1	2.7	6	0.2	-4
O=C(/C=C/c1cccs1)Nc1nc2ccccc2s1	-0.5	19	0.1	-60
NC(=O)N[C@@H](Cc1c[nH]c2ccccc12)C(=O)OCCN1C(=O)c2ccccc2C1=O	-1.7	10	0.2	6
Cc1noc(C)c1-c1nc(Nc2ccc(Oc3ccccc3)cc2)c2[nH]cnc2n1	-0.7	-4	-0.1	0
Cc1nc(C23CC4CC(CC(C4)C2)C3)co1	0.4	6	-0.1	7

Random excerpt: 4 entries already listed.
SMILES	GPR151 ag	MITF primary	FBW7 act	TEAD-YAP inh
Cc1nc(C23CC4CC(CC(C4)C2)C3)co1	0.4	6	-0.1	7
Cc1noc(C)c1-c1nc(Nc2ccc(Oc3ccccc3)cc2)c2[nH]cnc2n1	-0.7	-4	-0.1	0
O=C(/C=C/c1cccs1)Nc1nc2ccccc2s1	-0.5	19	0.1	-60
CC1(C)CC(=O)C(C=NCc2ccccc2Cl)=C(O)C1	2.7	6	0.2	-4

Next section
SMILES	GPR151 ag	MITF primary	FBW7 act	TEAD-YAP inh
CC(=O)NC1=NC(=O)/C(=C\c2cn(C(C)=O)nc2-c2ccc(F)cc2)S1	2.1	17	0.1	18
COc1cc(/C=C2\SC(=Nc3ccccc3)N(C3CCCCC3)C2=O)ccc1OCc1ccccc1Cl	-0.1	27	0.0	-1
COc1ccc(CCNC(=O)CN(c2cccc(OC)c2)S(C)(=O)=O)cc1	-0.4	13	0.4	4
CCOC(=O)c1cnc2c(Cl)c(Cl)ccc2c1NC1CCCCC1C (configuration not stated)	0.0	16	0.5	5
O=C(Nc1ccc(F)cc1)C1CC(=O)N(Cc2ccc3c(c2)OCO3)C(=Nc2ccc(Cl)cc2)S1 (configuration not stated)	0.1	-2	0.0	1
O=C(O)C1CC=CCC1C(=O)Nc1ccc(C(=O)N2CCCCC2)c(Cl)c1 (configuration not stated)	-0.2	12	0.2	1
O=C(NCC1(CO)CC1)Nc1ccccc1Cl	-2.2	12	0.1	0
COc1ccc(OC)c(NC(=O)CCN2CCCC2)c1	0.8	6	-0.2	5
Cc1ccc(S(=O)(=O)Nc2ccc(-c3csc(C)n3)cc2)cc1	0.5	-8	-0.1	-1
CCOC(=O)c1sc(NC(=O)C(Cc2ccccc2)N2C(=O)c3ccccc3C2=O)c(C(=O)OCC)c1C (configuration not stated)	-0.2	0	0.4	-21
O=C1CCC(=O)N1c1cccc(-c2nc3ccccc3c(=O)o2)c1	1.2	2	-0.1	13
Cc1sc(NC(=O)CC(C)C)nc1-c1ccc2c(c1)CC(C)N2S(C)(=O)=O (configuration not stated)	-0.5	-5	0.0	17
NC(=O)NC(Cc1ccccc1)Cc1ccccc1	-0.2	-12	0.4	-13
COc1ccc(C2NC(=O)c3c(sc4c3CCN(C)C4)N2)cc1 (configuration not stated)	-0.1	5	0.1	5
O=C(NCCc1ccc(Cl)cc1)C1CCC(=O)N1C1CCCC1 (configuration not stated)	-0.6	-6	-0.1	-1
Cc1cc2c(c(-c3ccc4nc(C)ccc4c3)c1)OC(CNC(=O)c1cnc(C)cn1)C2 (configuration not stated)	-0.5	2	-0.2	3
COc1ccc2c(c1)CN(Cc1ccc(Cl)cc1)CO2	0.3	5	-0.1	-7
Cc1ccc(N2C(=O)c3cc(N4CCN(Cc5ccccc5)CC4)c([N+](=O)[O-])cc3C2=O)cc1	-1.3	9	0.2	-3

Compound activity deposited in PubChem BioAssay by The Scripps Research Institute Molecular Screening Center.
